Screening results from PubChem BioAssay.
phage Ecoli inh: growth loss of phage-infected E. coli, primary screen, RecBCD inhibitor project, absorbance, with phage, HTS | inhibition, % at 11.9 µM | actives 0.26% (n = 360,000); in the data active = inhibition above about 11%
PKA-R2B act: activators of PKA-R2B holoenzyme, primary screen, biochemical, fluorescence polarization, Cy5-IP20, human; cAMP-dependent protein kinase catalytic subunit beta (Homo sapiens) + cAMP-dependent …; PKA-R2B holoenzyme dissociation; R2B truncated from residue 108, S112A mutant; 0% DMSO only, 100% 113 µM cGMP; activation, % at 11.4 µM; actives 0.079% (n = 340,000);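 active = activation above a cutoff set at the mean over all compounds plus 3 SD, cut at about 18% in these data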;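 also: higher means more holoenzyme dissociation and a rise in polarization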
Mot1-301 SUMO: yeast Mot1-301 growth rescue at high temperature, primary screen, SUMOylation pathway inhibitor project, S. cerevisiae, ATP luminescence, 38.5C; S. cerevisiae Mot1-301 growth rescue; percent above DMSO median, 100 means doubled; growth rescue, % at 18.8 µM; actives 1% (n = 320,000); AID 2716, 2010;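 active = every valid replicate shows activation above 250% relative to neutral control wells; inactive = the rest, any valid replicate at or below 250%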;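 also: OY570 slx delta 5 strain wells were the positive control but not used for scaling; some compounds called inactive have numbers as strong as hits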
CDK5 inh: inhibitors of human CDK5/p35 kinase, primary screen, biochemical, single concentration. inhibition, % at 10 µM. actives 0.01% (n = 330,000). AID 488839, 2010. Cyclin-dependent kinase 5 (Homo sapiens) + Cyclin-dependent kinase 5 activator 1 (Homo …. Recombinant CDK5/p35, ADP-Glo luminescence, 60 min;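 active = highest replicate inhibition of at least 50% and at least 75% of replicates reaching 50%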;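 also: plate controls were DMSO neutral control for no effect and GW8510 at 10 µM for full effect; many of its hits are not listed in these tables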
Target sequence (Q00535 whole entry, looked up): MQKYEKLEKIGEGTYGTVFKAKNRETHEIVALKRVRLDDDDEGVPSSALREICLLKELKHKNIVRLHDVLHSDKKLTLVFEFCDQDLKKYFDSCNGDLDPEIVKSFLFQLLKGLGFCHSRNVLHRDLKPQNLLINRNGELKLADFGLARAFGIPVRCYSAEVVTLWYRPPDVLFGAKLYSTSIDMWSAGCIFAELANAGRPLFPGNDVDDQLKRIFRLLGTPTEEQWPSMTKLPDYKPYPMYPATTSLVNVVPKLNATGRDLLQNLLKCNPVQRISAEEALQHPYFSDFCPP
Target sequence (Q15078 whole entry, looked up): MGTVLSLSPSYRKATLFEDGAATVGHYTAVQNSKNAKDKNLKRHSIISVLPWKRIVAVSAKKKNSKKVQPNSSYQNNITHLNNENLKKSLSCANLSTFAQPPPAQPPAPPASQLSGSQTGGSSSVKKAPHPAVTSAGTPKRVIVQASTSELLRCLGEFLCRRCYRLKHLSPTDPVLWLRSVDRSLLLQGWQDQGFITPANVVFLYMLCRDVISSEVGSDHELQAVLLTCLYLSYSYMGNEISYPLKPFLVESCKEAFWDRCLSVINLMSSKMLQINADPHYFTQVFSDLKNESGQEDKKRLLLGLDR
DAGLB inhibitor: DAGLB lipase inhibitors, primary screen, biochemical, fluorescence, HTS; Diacylglycerol lipase-beta (Homo sapiens), Q8NCG7; HEK293T DAGLB membrane lysate, EnzChek fluorogenic substrate; inhibition, % at 5.17 µM; actives 0.059% (n = 340,000); AID 504411, 2011; in the data active = inhibition above about 34%;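 also: 0% = enzyme with vehicle and 100% = wells lacking enzyme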
PKA-R1A activ: activators of PKA-R1A holoenzyme, primary screen, biochemical, fluorescence polarization, Cy5-IP20, bovine R1A, mouse PKAc. cAMP-dependent protein kinase type I-alpha regulatory subunit (Bos taurus) + …. PKA-R1A dissociation; scaled: DMSO 0%, 113 µM cGMP 100%. activation, % at 11.4 µM. actives 0.083% (n = 340,000). AID 504707, 2011;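 active = percent activation above the mean of all tested compounds plus 3 SD, cut at about 19% in these data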;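 also: higher means more PKAc released from R1A so a rise in polarization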
Ecoli viability: E. coli V3065 growth inhibition, primary screen, counter-screen for AddAB inhibitor project, absorbance, OD600; 18 h; actives 0.27% (n = 330,000); inhibition, % at 11.9 µM;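 active = inhibition above the campaign's mean inhibition across all tested compounds plus 3 SD, cut at about 9.9% in these data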;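 also: uninfected addAB+ strain grown without phage in ampicillin broth; 0% = DMSO wells and 100% = ciprofloxacin 0.95 µg/ml wells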
HTR5A ag: HTR5A agonists in luminescence cell assay, primary screen, counter-screen for OPRM1-OPRD1 heterodimer agonist project, full-deck HTS; 5-hydroxytryptamine receptor 5A (Homo sapiens), P47898; cell-based; activation, % at 9.3 µM; actives 0.61% (n = 340,000); AID 504692, 2011; in the data active = activation mostly above about 9.5%, no sharp cut-off; inactive = mostly below about 7.6%;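 also: 0% = cells with vehicle only and 100% = reference agonist; strong numbers were not always called active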
Target sequence (P47898 whole entry, looked up): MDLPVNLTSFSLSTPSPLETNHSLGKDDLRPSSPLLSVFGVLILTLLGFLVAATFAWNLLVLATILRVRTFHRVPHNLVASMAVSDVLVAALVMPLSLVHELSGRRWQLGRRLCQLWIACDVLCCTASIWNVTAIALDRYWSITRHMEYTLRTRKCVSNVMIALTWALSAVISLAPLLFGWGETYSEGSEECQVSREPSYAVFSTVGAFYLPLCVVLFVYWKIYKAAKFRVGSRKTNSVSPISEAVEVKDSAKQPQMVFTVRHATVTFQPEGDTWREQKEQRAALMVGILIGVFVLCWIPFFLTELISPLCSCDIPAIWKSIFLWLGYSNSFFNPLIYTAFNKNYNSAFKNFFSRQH
HTR5A inv ctr: HTR5A inverse agonists in luminescence cell assay, primary screen, counter-screen for OPRM1-OPRD1 heterodimer inverse agonist project, full-deck HTS; 5-hydroxytryptamine receptor 5A (Homo sapiens), P47898; HTR5A cell line, inverse agonism; inhibition, % at 9.3 µM; actives 0.083% (n = 340,000); in the data active = inhibition mostly above about 23%, no sharp cut-off; inactive = mostly below about 18%;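 also: 0% = cells with DMSO and 100% = no-cell wells with DMSO; some compounds called inactive have numbers as strong as hits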
AddAB inh: growth inhibition of E. coli expressing H. pylori AddAB, primary screen, AddAB inhibitor project, absorbance. actives 0.29% (n = 330,000). AID 435030, 2010. inhibition, % at 11.9 µM; in the data active = inhibition above about 12%;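 also: 0% = vehicle wells of infected cells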
Tat transport: E. coli Tat export inhibitors, primary screen, MC4100, TorA-mCherry reporter, fluorescence, single point; AID 488895, 2010; inhibition, % at 10 µM; actives 0.036% (n = 340,000);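 active = mean replicate inhibition at least 50% and at least half of replicates individually reaching 50%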;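 also: exported cargo escapes ClpAP degradation while cytoplasmic cargo is degraded and loses fluorescence; 0% = median of neutral control wells and 100% = median of NaSCN control wells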
Starred values were filed as active, the others as inactive.

Cn1c(N)c(C(=O)COC(=O)C2(c3ccc(F)cc3)CCCC2)c(=O)n(C)c1=O was read as phage Ecoli inh 2.5, PKA-R2B act 12, Mot1-301 SUMO 147, CDK5 inh -1.4, DAGLB inhibitor -1, PKA-R1A activ 8, Ecoli viability 2.5, HTR5A ag 8.4*, HTR5A inv ctr 18, AddAB inh 3.1 and Tat transport 1.
Screening Cc1ccc(S(=O)(=O)N2[C@@H](c3ccc(F)cc3)C(C(=O)O)=CC[C@H]2c2cccs2)cc1 returned phage Ecoli inh 1.1, PKA-R2B act 11, Mot1-301 SUMO -2, CDK5 inh -0.9, DAGLB inhibitor 4, PKA-R1A activ -4, Ecoli viability 0.8, HTR5A ag 0, HTR5A inv ctr 0, AddAB inh -0.6 and Tat transport -7.
For COc1ccc(CCNc2ccc(S(N)(=O)=O)cn2)cc1 the results were phage Ecoli inh 3.0, PKA-R2B act 6, Mot1-301 SUMO -12, CDK5 inh 0.1, DAGLB inhibitor -1, PKA-R1A activ 4, Ecoli viability 0.4, HTR5A ag -3, HTR5A inv ctr 9, AddAB inh 1.7 and Tat transport 2.
For Cc1ccc(-c2nn3c(C)nnc3c3ccccc23)cc1S(=O)(=O)NCc1ccco1 the results were phage Ecoli inh -0.1, PKA-R2B act -11, Mot1-301 SUMO 9, CDK5 inh -0.9, DAGLB inhibitor 0, PKA-R1A activ -9, Ecoli viability -0.1, HTR5A ag 0, HTR5A inv ctr 0, AddAB inh 2.5 and Tat transport -1.
CN(c1ccc(C(=O)NCc2ccccc2)cc1)S(C)(=O)=O was read as phage Ecoli inh 2.1, PKA-R2B act -10, Mot1-301 SUMO -6, CDK5 inh -7.5, DAGLB inhibitor 2, PKA-R1A activ -3, Ecoli viability 1.9, HTR5A ag -1, HTR5A inv ctr 1, AddAB inh 3.5 and Tat transport 11.
Screening COC(=O)c1cc(Cl)c(NC(=O)Cc2ccccc2)cc1OC returned phage Ecoli inh 2.9, PKA-R2B act -10, Mot1-301 SUMO -12, CDK5 inh -1.1, DAGLB inhibitor -3, PKA-R1A activ -3, Ecoli viability -3.7, HTR5A ag 0, HTR5A inv ctr 1, AddAB inh 1.2 and Tat transport -4.
For O=C(Nc1cccc2ccccc12)NC1CCCCC1 the results were phage Ecoli inh 3.5, PKA-R2B act -4, Mot1-301 SUMO -2, CDK5 inh -0.6, DAGLB inhibitor -2, PKA-R1A activ 6, HTR5A ag 3, HTR5A inv ctr -24 and Tat transport -5.
For COc1ccc(Cc2nnc(SCC(=O)N3CCCC3)o2)cc1 the results were phage Ecoli inh 4.8, PKA-R2B act 9, Mot1-301 SUMO -4, CDK5 inh 0.4, DAGLB inhibitor 0, PKA-R1A activ -5, Ecoli viability -2.2, HTR5A ag -2, HTR5A inv ctr 5, AddAB inh 3.3 and Tat transport -4.
Screening Cc1ccnc(N2C(=O)C3C4CC(C(Br)C4Br)C3C2=O)c1 (stereo unspecified) returned phage Ecoli inh 1.0, PKA-R2B act 4, CDK5 inh -0.7, DAGLB inhibitor -3, PKA-R1A activ -8, Ecoli viability 0.5, HTR5A ag 0, HTR5A inv ctr -27, AddAB inh 3.0 and Tat transport 4.
`CC(C)Sc1nc2c(cnn2-c2ccc(Cl)cc2)c(=O)[nH]1` gave phage Ecoli inh 1.9, PKA-R2B act -10, Mot1-301 SUMO 160, CDK5 inh 2.7, DAGLB inhibitor -3, PKA-R1A activ -7, Ecoli viability 0.6, HTR5A ag 1, HTR5A inv ctr -3, AddAB inh 0.5 and Tat transport 2.
For COc1ccc(C(=O)NCc2nnc(SCC(=O)c3ccccc3)o2)cc1 the results were phage Ecoli inh 2.6, PKA-R2B act -5, Mot1-301 SUMO -9, CDK5 inh -0.5, DAGLB inhibitor -1, PKA-R1A activ -2, Ecoli viability 1.9, HTR5A ag -2, HTR5A inv ctr 8, AddAB inh 3.2 and Tat transport -4.
`COc1ccc(C(=O)N/C(N)=N/c2nc3ccccc3o2)cc1` gave phage Ecoli inh -0.6, PKA-R2B act -4, Mot1-301 SUMO -17, CDK5 inh -0.2, DAGLB inhibitor -5, PKA-R1A activ -11, Ecoli viability 0.8, HTR5A ag 2, HTR5A inv ctr 3, AddAB inh 1.0 and Tat transport -1.
`CN1CCN(CCCNc2nc3ccccc3c3nc(-c4ccccc4)nn23)CC1` gave phage Ecoli inh 0.8, PKA-R2B act 2, CDK5 inh -1.4, DAGLB inhibitor 2, PKA-R1A activ -7, HTR5A ag 1, HTR5A inv ctr -9 and Tat transport -1.
For CCN(CC)c1ncnc2c1ncn2Cc1c(Cl)cccc1Cl the results were phage Ecoli inh 4.0, PKA-R2B act -8, Mot1-301 SUMO -11, CDK5 inh -4.7, DAGLB inhibitor -2, PKA-R1A activ -5, Ecoli viability -0.1, HTR5A ag 3, HTR5A inv ctr -12, AddAB inh 3.0 and Tat transport 26.
`CC1(C)CC2CC(C)(CN2c2ncnc3ccccc23)C1` (stereo unspecified) gave phage Ecoli inh 1.3, PKA-R2B act -7, Mot1-301 SUMO -21, CDK5 inh 2.4, DAGLB inhibitor -2, PKA-R1A activ 1, Ecoli viability -2.3, HTR5A ag 3, HTR5A inv ctr -11, AddAB inh 4.0 and Tat transport -4.
For O=C(COC(=O)c1cc(S(=O)(=O)N2CCCCC2)ccc1Cl)NCc1ccco1 the results were phage Ecoli inh 5.4, PKA-R2B act 1, Mot1-301 SUMO 9, CDK5 inh -1.3, DAGLB inhibitor 1, PKA-R1A activ 2, Ecoli viability -0.8, HTR5A ag 4, HTR5A inv ctr -12, AddAB inh 3.6 and Tat transport -3.
Screening Cc1nn(-c2ccccc2)c2sc(C(=O)N3CCc4ccccc4C3)cc12 returned phage Ecoli inh 0.3, PKA-R2B act 0, CDK5 inh 0.0, DAGLB inhibitor -12, PKA-R1A activ -13, HTR5A ag 1, HTR5A inv ctr -6 and Tat transport 3.
`Cc1noc(C)c1COc1ccc(C(=O)N2CCN(S(=O)(=O)c3ccccc3)CC2)cc1` gave phage Ecoli inh 6.4, PKA-R2B act 4, Mot1-301 SUMO -14, CDK5 inh 1.1, DAGLB inhibitor 1, PKA-R1A activ -7, Ecoli viability -0.9, HTR5A ag 0, HTR5A inv ctr 1, AddAB inh 1.8 and Tat transport 5.
CS(=O)(=O)N(CC(=O)N1CCN(Cc2ccccc2)CC1)c1cccc(Cl)c1 was read as phage Ecoli inh 2.5, PKA-R2B act 11, Mot1-301 SUMO 222, CDK5 inh -1.9, DAGLB inhibitor -3, PKA-R1A activ 5, Ecoli viability -1.0, HTR5A ag 5, HTR5A inv ctr -18, AddAB inh -0.7 and Tat transport 0.
For COc1ccc(C(=O)OCC(=O)NC2CCCCCC2)c(OC)c1 the results were phage Ecoli inh 0.6, PKA-R2B act 4, CDK5 inh -4.3, DAGLB inhibitor -2, PKA-R1A activ 5, HTR5A ag -4, HTR5A inv ctr 10 and Tat transport 3.

2 records drawn at random from those above, as already listed:
Screening Cc1nn(-c2ccccc2)c2sc(C(=O)N3CCc4ccccc4C3)cc12 returned phage Ecoli inh 0.3, PKA-R2B act 0, CDK5 inh 0.0, DAGLB inhibitor -12, PKA-R1A activ -13, HTR5A ag 1, HTR5A inv ctr -6 and Tat transport 3.
`CC(C)Sc1nc2c(cnn2-c2ccc(Cl)cc2)c(=O)[nH]1` gave phage Ecoli inh 1.9, PKA-R2B act -10, Mot1-301 SUMO 160, CDK5 inh 2.7, DAGLB inhibitor -3, PKA-R1A activ -7, Ecoli viability 0.6, HTR5A ag 1, HTR5A inv ctr -3, AddAB inh 0.5 and Tat transport 2.

(continued)
`O=[N+]([O-])c1cccc(-c2cnc3ccccc3n2)c1` gave phage Ecoli inh 0.9, PKA-R2B act 5, Mot1-301 SUMO -1, CDK5 inh -0.4, DAGLB inhibitor -1, PKA-R1A activ -4, Ecoli viability -4.0, HTR5A ag 3, HTR5A inv ctr -7, AddAB inh -0.8 and Tat transport 3.
Screening Cc1cccc(NS(=O)(=O)c2ccc(Cl)cc2)n1 returned phage Ecoli inh 4.0, PKA-R2B act -14, Mot1-301 SUMO -2, CDK5 inh -4.9, DAGLB inhibitor -1, PKA-R1A activ -7, Ecoli viability -0.2, HTR5A ag 1, HTR5A inv ctr 27, AddAB inh 4.5 and Tat transport -4.
Screening CCOC(=O)C1C(=O)NC(N2CCN(c3ccccc3)CC2)=NC1c1ccccc1 (stereo unspecified) returned phage Ecoli inh 2.1, PKA-R2B act 10, Mot1-301 SUMO -11, CDK5 inh 1.0, DAGLB inhibitor 1, PKA-R1A activ -6, Ecoli viability -0.2, HTR5A ag -6, HTR5A inv ctr 4, AddAB inh 1.3 and Tat transport 3.
`O=C(Nc1cccc(Cl)c1)c1cc(S(=O)(=O)NCCc2ccc(Cl)cc2)ccc1F` gave phage Ecoli inh 4.7, PKA-R2B act -6, Mot1-301 SUMO 3, CDK5 inh -1.6, DAGLB inhibitor -14, PKA-R1A activ -7, Ecoli viability 2.2, HTR5A ag 4, HTR5A inv ctr 4, AddAB inh 3.7 and Tat transport 9.
Screening c1cc(C2CCN(Cc3nc(-c4ccc5c(c4)OCO5)no3)CC2)ccn1 returned phage Ecoli inh -0.2, PKA-R2B act -16, Mot1-301 SUMO -6, CDK5 inh 0.0, DAGLB inhibitor -4, PKA-R1A activ -17, Ecoli viability -0.9, HTR5A ag -1, HTR5A inv ctr 4, AddAB inh -2.8 and Tat transport -2.
For Oc1ccc(-c2csc(Nc3ccccn3)n2)cc1 the results were phage Ecoli inh 0.6, PKA-R2B act -2, Mot1-301 SUMO -7, CDK5 inh 0.2, DAGLB inhibitor 0, PKA-R1A activ -3, Ecoli viability -0.3, HTR5A ag -2, HTR5A inv ctr -9, AddAB inh 0.1 and Tat transport 2.
For COc1cccc(NC(=O)CCCN2C(=O)C3CC=CCC3C2=O)c1 (stereo unspecified) the results were phage Ecoli inh 1.4, PKA-R2B act 5, Mot1-301 SUMO 174, CDK5 inh -0.3, DAGLB inhibitor -2, PKA-R1A activ 3, Ecoli viability -2.2, HTR5A ag 2, HTR5A inv ctr -4, AddAB inh -2.9 and Tat transport 6.

An unsorted share of the library; 2.3% or so of the library scored in one or more.
